Screening results as filed in PubChem.
PTEN del growth = growth suppression of PTEN-null HCT116, primary screen, cell-based, CellTiter-Glo. AID 827, 2007. HCT116 PTEN-null viability, 60 h; hits give low values. viability, % at 10 µM. actives 1.2% (n = 140,000);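 active = viability at or below a set limit, 4 SD under the median of all tested compounds, cut at about 3.7% in these data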;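 also: PTEN knockout HCT116 line with beta catenin targeted HCT116 as companion control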
Measles CPE = compounds protecting cells from measles virus cytopathic effect, primary screen, measles RdRp inhibitor project, single point, MLSMR library, absorbance. Measles virus-infected cells, CPE protection. protection (pct of control), % at 4 µM. actives 1.5% (n = 140,000); in the data active = protection mostly above about 24%, no sharp cut-off; inactive = mostly below about 26%; also: some compounds called inactive have numbers as strong as hits
MRP-1 activ = H69AR viability gain despite doxorubicin, primary screen, MRP-1 activator project, H69AR cells, CellTiter-Glo | viability increase, % at 10 µM | actives 0.61% (n = 140,000) | viability rescue | AID 799, 2007;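 active = viability gain under doxorubicin at or above a set limit, the compound median plus 3 SD, cut at about 4.7% in these data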;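 also: MRP-1 overexpressing cells given doxorubicin 25 µM after compound pretreatment; 18-22 h compound pretreatment then 72 h with doxorubicin before readout; 0% = doxorubicin-only wells and 100% = vehicle-treated cells without doxorubicin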
Phagocytosis inh = inhibitors of macrophage phagocytosis, primary screen, imaging, J774A.1 cells, IgG beads. AID 1029, 2008. inhibition, % at 5 µM. J774A.1 macrophage IgG-bead phagocytosis. actives 0.07% (n = 110,000);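 active = inhibition above the mean of the plate negative controls plus 5 SD, cut at about 13% in these data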;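 also: phagocytic index as fraction of beads internalized from green versus red external bead signal; plate controls were DMSO negative control for no effect and cytochalasin-D positive control for full effect; some results beyond the cut were filed as inactive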
NPY-Y2 antag = NPY-Y2 receptor antagonists, primary screen, cell-based; NPY-Y2 expressing cells, antagonist mode; inhibition, % at 2.7 µM; actives 0.99% (n = 140,000); in the data active = inhibition above about 17%;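 also: 0% = vehicle with agonist challenge and 100% = reference antagonist with challenge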
Target sequence (P49146 whole entry, looked up): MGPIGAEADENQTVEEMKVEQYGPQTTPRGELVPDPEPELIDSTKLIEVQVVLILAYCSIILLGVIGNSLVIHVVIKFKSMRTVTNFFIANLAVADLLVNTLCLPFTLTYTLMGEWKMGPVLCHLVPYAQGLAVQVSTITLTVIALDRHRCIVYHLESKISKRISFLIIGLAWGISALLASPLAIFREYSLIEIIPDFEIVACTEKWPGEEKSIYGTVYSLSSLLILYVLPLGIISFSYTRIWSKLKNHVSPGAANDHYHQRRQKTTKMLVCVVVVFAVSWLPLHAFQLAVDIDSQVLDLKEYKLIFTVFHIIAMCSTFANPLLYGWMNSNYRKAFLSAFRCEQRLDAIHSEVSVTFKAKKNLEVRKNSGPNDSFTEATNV
bCat KO growth = primary screen for growth suppressors in beta-catenin knockout HCT116 cells (colon tumor, human); HCT116 beta-catenin knockout viability, CellTiter-Glo, 60 h; hits give low values; viability, % at 10 µM; actives 1.5% (n = 140,000); AID 818, 2007;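 active = viability at or under a set limit, the compound median less 4 SD, cut at about 6% in these data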;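 also: 0% = Hyamine 1622 control at 20 µM and 100% = untreated cell control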
Yeast lifespan up = compounds extending yeast replicative lifespan, primary screen, S. cerevisiae, OD615 | inhibition of the nicotinamide effect, % at 10 µM | S. cerevisiae growth with nicotinamide; deaD strain in restrictive glucose medium | actives 0.68% (n = 130,000);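 active = inhibition above a set limit, placed 3 SD over the median of all compounds, cut at about 26% in these data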;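 also: 0% = nicotinamide-treated wells and 100% = cells grown without nicotinamide; some compounds called inactive have numbers as strong as hits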
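assay system = DeaD-strain S. cerevisiae | measured by = absorbance at 615 nm | probe or stimulus = nicotinamide 1.5 mM | buffer or medium = CSMM-D glucose medium, restrictive | times = 48 h at 30 °C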
Yeast growth inh = growth inhibitors of yeast BB579 in restrictive medium, primary screen, yeast lifespan-shortening project, S. cerevisiae. OD615, 48 h. inhibition, % at 10 µM. actives 0.51% (n = 140,000);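 active = inhibition above a set limit, 3 SD over the mean compound inhibition, cut at about 44% in these data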; also: inactives centre near -24
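Assay system – yeast BB579 (DeaD) · Dosing – single compound dose of 10 µM, 0.25% DMSO final · Detection – OD615 turbidity measurement · Buffer or medium – CSMM-D restrictive synthetic medium containing dextrose (glucose) · Benchmarks – positive control amphotericin B 10 µg/mL · Incubation – 48 h exposure, 30 °C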
GALR2 antag = GALR2 antagonists in receptor-expressing cells, primary screen; Galanin receptor type 2 (Homo sapiens), O43603; antagonist mode; inhibition, % at 4 µM; actives 0.39% (n = 140,000); in the data active = inhibition above about 27%;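 also: cells stimulated with galanin 1-16 at roughly its EC80; 0% = agonist challenge control and 100% = basal control without agonist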
Target sequence (O43603 whole entry, looked up): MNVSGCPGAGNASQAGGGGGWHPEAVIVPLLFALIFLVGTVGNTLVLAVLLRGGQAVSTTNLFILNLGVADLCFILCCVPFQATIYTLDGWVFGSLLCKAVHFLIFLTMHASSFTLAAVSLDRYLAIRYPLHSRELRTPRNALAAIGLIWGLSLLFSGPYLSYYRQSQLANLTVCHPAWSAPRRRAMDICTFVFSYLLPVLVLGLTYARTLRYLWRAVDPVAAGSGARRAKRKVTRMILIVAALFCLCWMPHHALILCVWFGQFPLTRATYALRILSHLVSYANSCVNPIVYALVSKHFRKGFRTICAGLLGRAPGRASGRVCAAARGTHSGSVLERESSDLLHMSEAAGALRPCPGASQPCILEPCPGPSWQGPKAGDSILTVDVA
E-sel TNF inh = E-selectin induction blockers in HUVEC – imaging, immunofluorescence, high content, primary screen | HUVEC TNFa-induced E-selectin immunofluorescence | inhibition, % at 2 µM | actives 0.71% (n = 120,000) | AID 1246, 2008;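 active = inhibition above the batch mean plus 3 SD, and confirmed as a hit on visual image review, cut at about 43% in these data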;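 also: 0% = TNF-stimulated DMSO wells and 100% = unstimulated control wells; not every result past the cut was called active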
* hit, by the source's call; / = no result given.

SMILES	PTEN del growth	Measles CPE	MRP-1 activ	Phagocytosis inh	NPY-Y2 antag	bCat KO growth	Yeast lifespan up	Yeast growth inh	GALR2 antag	E-sel TNF inh
Nc1ccc(Cl)cc1C(=O)c1ccccc1Cl	68	2	-3.5	-6	5	66	-7	-20	3	19
COc1ccccc1CCNC1CCCC(C)C1 (stereo unspecified)	88	13	-0.9	-8	2	80	6	-35	7	0
O=C(c1ccccc1)c1cn(CC(=O)N2CCCc3ccccc32)c2ccccc12	93	11	-2.1	-1	5	96	1	4	3	-22
CC1CCCN(C(=O)c2ccc(N3CC4CC(C3)c3cccc(=O)n3C4)c([N+](=O)[O-])c2)C1 (stereo unspecified)	76	4	-1.0	-11	0	75	-5	-17	-6	46
CCOC(=O)c1c(-n2c(C)cc(C=C3C(=O)NC(=O)NC3=O)c2C)sc2c1CCCC2	47	4	-3.8	-4	2	46	11	-49	-1	10
Cc1ccc(-n2c(O)c(/C=N/N3CCCCC3c3cccnc3)c(=O)[nH]c2=S)cc1 (stereo unspecified)	87	5	-2.4	-4	3	83	5	-22	-4	/
CC1=CC(=C2C(=O)NC(=O)NC2=O)C=C(C(F)(F)F)N1C(C)C	109	5	0.3	0	3	98	0	-20	-4	/
CCCCCCn1c(O)c(C=Nc2c(C)n(C)n(-c3ccccc3)c2=O)c(=O)[nH]c1=O	71	16	-1.0	0	-2	86	-7	-11	14	/
CCC(=NCCc1ccccc1)c1c(O)n(C2CCCCC2)c(=O)[nH]c1=O	60	3	0.1	0	4	60	-19	14	-3	7
COC(=O)N(c1ccccc1)P1(=S)OCCO1	98	4	-0.9	2	0	102	-7	-23	7	/
COc1ccc(C2SCC(=O)Nc3c2c(C)nn3-c2ccccc2)cc1 (stereo unspecified)	94	19	0.2	-2	2	103	-10	-71	-2	18
O=c1c2ccccc2nc(SCC2CCCCO2)n1-c1ccccc1 (stereo unspecified)	75	4	-2.3	-1	5	88	16	-38	-2	-1
CCN1CCN(C(=O)COc2cc(=O)n(CC)c3ccccc23)CC1	76	7	-1.0	0	0	82	-17	-18	-1	4
COc1ccc(-n2c(/C=C/c3ccc4c(c3)OCO4)nc3ccccc3c2=O)cc1	91	5	-3.5	-6	4	96	8	-48	2	7
O=C(Cc1ccccc1)N1CCN(Cc2ccccn2)CC1	98	22	-2.5	/	3	91	1	-19	-13	22
CCC(=NCC1CCCO1)c1c(O)n(Cc2ccccc2)c(=O)[nH]c1=O (stereo unspecified)	92	12	-1.8	1	1	87	-4	-43	0	-2
O=C1NC(=O)N(Cc2ccco2)C(=O)/C1=C/c1ccc(-c2cccc([N+](=O)[O-])c2)o1	100	8	0.2	-6	1	102	16	3	6	/
Cc1ccc(N2C(=O)NC(=O)/C(=C\c3ccc(N4CCOCC4)cc3)C2=O)cc1	90	18	-1.4	-1	0	90	3	-19	4	/
O=C(C1CC(=O)N(c2ccc(F)c(Cl)c2)C1)N1CCC2(CC1)OCCO2 (stereo unspecified)	103	11	-0.9	/	2	93	-13	-42	-1	-3
COc1ccc(C2C([N+](=O)[O-])=C(N)Oc3c2c(=O)oc2ccccc32)cc1 (stereo unspecified)	86	7	-1.6	-2	3	92	6	-37	-4	/
COc1ccc(C(CC(=O)N2CCC3(CC2)OCCO3)NS(=O)(=O)c2ccc(F)cc2)cc1 (stereo unspecified)	92	2	-2.4	-4	0	100	-8	31	-1	/
CCOC(=O)c1nc2ccccc2c(=O)n1-c1cccc(C)c1	99	18	-1.9	1	4	92	0	22	2	21
CCCCCc1nc2ccccc2c(=O)n1-c1ccccc1[N+](=O)[O-]	72	7	-2.4	/	5	80	7	-21	-15	/
O=C1CN(C(=O)CN2CCCCC2)C(c2ccccc2)c2cc(Br)ccc2N1 (stereo unspecified)	83	14	-1.4	-3	8	80	-9	-12	4	13
CN1CCN(c2ccc([N+](=O)[O-])c(NCC3CCCO3)c2)CC1 (stereo unspecified)	95	22	-0.3	6	3	92	4	-35	4	-18
CCC(=O)N1CC(=O)Nc2ccc(F)cc2C1c1ccccc1 (stereo unspecified)	100	3	-0.8	0	1	93	-1	-43	0	/
O=C(c1cccs1)N1C2CCC1CC(O)(c1cccnc1)C2 (stereo unspecified)	97	9	-3.0	0	1	106	-3	-26	-10	/
CCN(CC)CCNCC(=O)Nc1ccc(Cl)cc1C(=O)c1ccccc1	97	4	-1.4	2	6	75	-5	-49	2	-13
C=CCn1c(O)c(C(CC)=Nc2cc(OC)ccc2OC)c(=O)[nH]c1=O	67	6	-4.6	-3	2	59	9	-30	-3	/
O=C1NC(=O)C(=Cc2cn(CCOc3ccc4c(c3)OCO4)c3ccccc23)C(=O)N1	33	28	-2.5	-1	3	67	1	-34	-1	-13
COc1ccc(CCNC(=O)c2c(N)n(CCN3CCOCC3)c3nc4ccccc4nc23)cc1	0.3*	4	-6.6	0	0	0.4*	-23	28	-6	7
CC(c1ccccc1F)n1cc(C(=O)Nc2ccc3nc[nH]c3c2)nn1 (stereo unspecified)	74	6	-2.6	-1	1	82	-4	-11	-13	/
C[C@@]1(CO)[C@H](O)CC[C@@]2(C)[C@H]1CC[C@H]1C[C@@H]3C[C@@]12CC[C@]3(O)CO	23	10	-3.3	/	3	35	5	-33	-6	/
CCc1ccc(CNCCc2ccc(F)cc2)cc1	82	15	-0.8	2	6	90	2	11	13	/
Clc1ccccc1Nc1ncnc(-n2cccc2)n1	85	9	-5.2	/	6	94	-14	-30	10	-5
CC(C)CC12CN3CCN(CC(C3)/C1=N/O)C2	96	7	-0.7	-2	2	104	1	-52	1	8
O=C(COC(=O)c1cccc(O)c1)Nc1ccc(Cl)cc1C(=O)c1ccccc1	84	6	-0.1	-2	8	94	-3	5	-10	/

Of the compounds above, 11 have a halogen:
SMILES	PTEN del growth	Measles CPE	MRP-1 activ	Phagocytosis inh	NPY-Y2 antag	bCat KO growth	Yeast lifespan up	Yeast growth inh	GALR2 antag	E-sel TNF inh
Nc1ccc(Cl)cc1C(=O)c1ccccc1Cl	68	2	-3.5	-6	5	66	-7	-20	3	19
CC1=CC(=C2C(=O)NC(=O)NC2=O)C=C(C(F)(F)F)N1C(C)C	109	5	0.3	0	3	98	0	-20	-4	/
O=C(C1CC(=O)N(c2ccc(F)c(Cl)c2)C1)N1CCC2(CC1)OCCO2 (stereo unspecified)	103	11	-0.9	/	2	93	-13	-42	-1	-3
COc1ccc(C(CC(=O)N2CCC3(CC2)OCCO3)NS(=O)(=O)c2ccc(F)cc2)cc1 (stereo unspecified)	92	2	-2.4	-4	0	100	-8	31	-1	/
O=C1CN(C(=O)CN2CCCCC2)C(c2ccccc2)c2cc(Br)ccc2N1 (stereo unspecified)	83	14	-1.4	-3	8	80	-9	-12	4	13
CCC(=O)N1CC(=O)Nc2ccc(F)cc2C1c1ccccc1 (stereo unspecified)	100	3	-0.8	0	1	93	-1	-43	0	/
CCN(CC)CCNCC(=O)Nc1ccc(Cl)cc1C(=O)c1ccccc1	97	4	-1.4	2	6	75	-5	-49	2	-13
CC(c1ccccc1F)n1cc(C(=O)Nc2ccc3nc[nH]c3c2)nn1 (stereo unspecified)	74	6	-2.6	-1	1	82	-4	-11	-13	/
CCc1ccc(CNCCc2ccc(F)cc2)cc1	82	15	-0.8	2	6	90	2	11	13	/
Clc1ccccc1Nc1ncnc(-n2cccc2)n1	85	9	-5.2	/	6	94	-14	-30	10	-5
O=C(COC(=O)c1cccc(O)c1)Nc1ccc(Cl)cc1C(=O)c1ccccc1	84	6	-0.1	-2	8	94	-3	5	-10	/

These rows are one share of the data, so the mix of outcomes need not match the whole.
